From PubChem BioAssay
GalR3 antagonist: GalR3 antagonists in HEK293 cells, primary screen, cell-based, fluorescence readout | actives 0.44% (n = 360,000) | inhibition, % at 3 µM | HEK293 GalR3-CNG cAMP membrane potential fluorescence; galR3 body fused to GalR1 C-terminus;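 active = inhibition above the screen-wide average plus 3 SD, cut at about 13% in these data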;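 also: forskolin and galanin both at EC90 stimulate the cells; cAMP rise reported by CNG channel membrane potential dye signal; 0% = forskolin plus galanin with DMSO and 100% = forskolin alone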
Target sequence (O60755 1-299 limits assumed): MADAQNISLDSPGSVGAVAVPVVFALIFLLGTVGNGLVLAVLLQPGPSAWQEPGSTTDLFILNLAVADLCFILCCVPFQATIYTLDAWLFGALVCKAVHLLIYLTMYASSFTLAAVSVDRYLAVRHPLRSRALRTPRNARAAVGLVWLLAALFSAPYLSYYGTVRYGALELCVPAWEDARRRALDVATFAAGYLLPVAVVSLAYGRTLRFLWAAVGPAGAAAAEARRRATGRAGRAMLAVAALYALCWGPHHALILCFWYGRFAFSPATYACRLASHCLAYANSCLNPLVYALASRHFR
IDE inh: human IDE inhibitors in live cells, primary screen, fluorescence polarization, HEK cells, FAbetaB substrate; Insulin-degrading enzyme (Homo sapiens), P14735; FAbetaB cleavage; inhibition, % at 5.59 µM; actives 0.41% (n = 320,000); AID 434962, 2010;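 active = percent inhibition above the average of all tested compounds plus 3 SD, set per screening campaign, cut at about 16% in these data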;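 also: IDE supplied by intact live HEK cells; FP after avidin binding of uncleaved biotin substrate so inhibition keeps polarization high; 0% = DMSO wells and 100% = 60 µM reference IDE inhibitor Ii1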
CRFR2-BP antag: antagonists of CRF-BP/CRF-R2 complex, primary screen, cell-based, HEK293, calcium dye fluorescence, uHTS | CRF-induced calcium fluorescence | actives 0.59% (n = 350,000) | inhibition, % at 11.8 µM;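 active = inhibition of the ligand-induced calcium signal above about 50% at the single tested concentration, limit read from the data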
Starred values were filed as active, the others as inactive; . = not tested or not shown. Not all compounds are listed, so the mix of outcomes need not match the whole.

nr | compound | GalR3 antagonist | IDE inh | CRFR2-BP antag
1 | CC(C)CC1NC(=O)c2ccccc2-n2c1nc1ccc(F)cc1c2=O (configuration not stated) | -3 | 4 | .
2 | O=C1NC(Cc2ccccc2)c2nc3ccc(Cl)cc3c(=O)n2-c2cc(Cl)ccc21 (configuration not stated) | -2 | -3 | .
3 | O=C1NC(Cc2ccccc2)c2nc3cc(Cl)ccc3c(=O)n2-c2ccccc21 (configuration not stated) | -4 | 4 | .
4 | Cc1ccc2nc3n(c(=O)c2c1)-c1ccc(Cl)cc1C(=O)NC3CC(C)C (configuration not stated) | -4 | -2 | .
5 | CC(C)CC1NC(=O)c2cc(Cl)ccc2-n2c1nc1ccc(F)cc1c2=O (configuration not stated) | -6 | 0 | .
6 | CC(C)CC1NC(=O)c2ccccc2-n2c1nc1ccccc1c2=O (configuration not stated) | 2 | 5 | .
7 | CCOC(=O)C1=C(C)N(CCCC(=O)O)C(=O)NC1c1ccccc1OC(=O)c1cccs1 (configuration not stated) | -3 | -8 | .
8 | Cc1ccc2c(=O)n3c(nc2c1)C(Cc1ccccc1)NC(=O)c1cc(Cl)ccc1-3 (configuration not stated) | -3 | -3 | .
9 | COc1ccc2nc3n(c(=O)c2c1)-c1cc(Cl)ccc1C(=O)NC3Cc1ccccc1 (configuration not stated) | 0 | -2 | .
10 | O=C1NC(Cc2ccc(O)cc2)c2nc3ccc(Cl)cc3c(=O)n2-c2ccc(Cl)cc21 (configuration not stated) | 0 | -2 | .
11 | CC(C)CC1NC(=O)c2ccc(Cl)cc2-n2c1nc1ccc(Cl)cc1c2=O (configuration not stated) | -5 | -2 | .
12 | Cc1ccc2nc3n(c(=O)c2c1)-c1cc(Cl)ccc1C(=O)NC3Cc1ccccc1 (configuration not stated) | -3 | -1 | .
13 | CC(=O)Nc1ccccc1NC(=O)c1ccc2c(c1)OCO2 | -9 | . | 0
14 | Cc1cc(C2=CC(=O)C[C@H](c3ccc(F)cc3)C2)ccc1F | -2 | . | 8
15 | O=C(O)c1ccccc1C(=O)OC1CC2CCC1C2 (configuration not stated) | -1 | . | 11

The results go on:
nr | compound | GalR3 antagonist | IDE inh | CRFR2-BP antag
16 | O=C(Cn1cc(C(=O)C(=O)N2CCOCC2)c2ccccc21)Nc1cccc(C(F)(F)F)c1 | -5 | . | -20
17 | C[C@@H]1CN([C@@H](C)CO)C(=O)c2cc(NC(=O)c3ccncc3)ccc2O[C@@H](C)CCCCO[C@@H]1CN(C)C(=O)Cc1ccccc1 | -1 | . | 2
18 | C[C@H]1CN([C@@H](C)CO)C(=O)CCCn2nncc2CO[C@@H]1CN(C)Cc1ccc(-c2ccccc2)cc1 | -4 | . | 35
19 | N=C1CCCC1C(=S)SCCC(N)=O (configuration not stated) | -6 | . | 8
20 | CCC[C@H]1CN(c2ccc(Br)cc2)C(=O)[C@@H]1CC(=O)Nc1ccc(OC)cc1 | -7 | . | 1
21 | O=S(=O)(Cc1ccccc1)C(c1ccccc1)S(=O)(=O)Cc1ccccc1 | -5 | . | -21
22 | O=C(NCCCN1CCCC1)c1ccc2c(c1)N(Cc1cccc(Cl)c1)C(=O)c1ccccc1S2(=O)=O | -4 | . | -17
23 | C#CCN(C[C@H]1[C@H](OC(=O)NCC2CCCCC2)[C@H](OC(=O)NCC2CCCCC2)C[C@@H](C(=O)OC)[C@H]1C(=O)OC)S(=O)(=O)c1ccc(C)cc1 | -6 | . | 19
24 | COc1ccc(CN2C(=O)C(CC(=O)NCc3cccs3)CC(C(=O)N(C(C)C)C(C)C)=C2C)cc1 (configuration not stated) | 0 | . | 19
25 | CC1(c2ccc(Cl)cc2)NC(=O)N(CC(=O)N2CCN(C(=O)c3cccs3)CC2)C1=O (configuration not stated) | -5 | . | -6
26 | COc1cccc(C(=O)Nc2cc(C)on2)c1 | -3 | . | -33
27 | O=c1[nH]c(CN2CCCCC2)ccc1O | -1 | . | -16
28 | O=CC(=Cc1ccccc1)c1ccccc1 | -3 | . | -29
29 | O=C(Cc1ccccc1F)Nc1cc(S(=O)(=O)N2CCCCC2)ccc1N1CCOCC1 | -3 | . | -4
30 | Cc1ccc(C2NC(=S)N3C(c4ccc(C)cc4)NC(=S)N23)cc1 (configuration not stated) | -5 | . | 21

Additional results
nr | compound | GalR3 antagonist | IDE inh | CRFR2-BP antag
31 | CNC(=O)C[C@@H]1C(=O)N(CCc2ccccc2)CC1(C)C | -5 | . | 4
32 | Cc1cn([C@H]2C[C@H](O)[C@@H](CNCC3=Cc4cc(O)ccc4OC3)O2)c(=O)[nH]c1=O | 0 | . | 2
33 | c1ccc(COc2ncnc3c2ncn3CCCNC2CCN(Cc3ccccc3)CC2)cc1 | -3 | . | 19
34 | Cc1ccc(N(CC(=O)NC(C)(C)C)C(=O)CCC(=O)Nc2ccccn2)c(C)c1 | -4 | . | 4
35 | CCOc1ccc(NC(=O)CN2CCN(c3ccc(F)cc3)CC2)cc1S(=O)(=O)N1CCCC1 | -7 | . | -9
36 | COc1ccc(Cn2ccnc2SCC(=O)Nc2ccc(F)cc2F)cc1 | -5 | . | 34
37 | Cc1ccc(CN(C)C[C@H]2OCc3cnnn3CCCC(=O)N([C@@H](C)CO)C[C@@H]2C)cc1 | -6 | . | -14
38 | Cc1ccc(C=C2C=C(c3ccccc3)OC2=O)cc1 | -7 | . | -20
39 | C[C@@H]1CN([C@@H](C)CO)C(=O)CCCn2nncc2CO[C@H]1CN(C)S(=O)(=O)c1ccc(Cl)cc1 | -6 | . | -15
40 | CCc1nn(CCCC(=O)NC2CCCCC2C)c(=O)c2cc3occc3n12 (configuration not stated) | -4 | . | 27
41 | COc1ccc(C(=O)Nc2cc(OC)c(NC(=O)Nc3ccccc3)cc2OC)cc1 | -7 | . | -11
42 | S=C(NNC(=S)Nc1ccc(Cl)cc1)NNc1ccccc1 | -5 | . | -9
43 | O=S(=O)(NCc1nnnn1-c1ccc(F)cc1)c1ccc(F)cc1 | -4 | . | -13
44 | Cc1ccc(S(=O)(=O)NCC(=O)NCC(=O)N(C)Cc2ccc(Br)s2)cc1C | -6 | . | -10
45 | CC1CCCN(C(=O)c2ccc3c(=O)n4nc(Nc5ccccc5)sc4nc3c2)C1 (configuration not stated) | -5 | . | -11

The list continues.
nr | compound | GalR3 antagonist | IDE inh | CRFR2-BP antag
46 | CC1(C)C2CCC(CN=C(N)CSS(=O)(=O)O)C1C2 (configuration not stated) | 1 | . | -19
47 | CC1=C(C(=O)N(C)C)CC(CC(=O)NCCCCc2ccccc2)C(=O)N1Cc1ccccc1 (configuration not stated) | -4 | . | 11
48 | COP(=O)(OC)C(=NNS(=O)(=O)c1ccc(C)cc1)c1ccccc1 | -4 | . | 9
49 | Cc1ccc(S(=O)(=O)N(C)C[C@H]2OCCCC[C@@H](C)Oc3ccc(N(C)C)cc3C(=O)N([C@H](C)CO)C[C@@H]2C)cc1 | -5 | . | -4
50 | CSc1ncnc2c1ncn2CCCNCc1cccs1 | -2 | . | 10
51 | O=C(O)C(Cc1c[nH]c2ccccc12)NS(=O)(=O)c1ccc(F)cc1 (configuration not stated) | -7 | . | 4
52 | O=C(Nc1nc(-c2ccc([N+](=O)[O-])cc2)cs1)C1=COCCO1 | -2 | . | 17
53 | C=C(C)C(=O)Oc1ccc(N=Nc2ccc(C)cc2)ccc1=O | 5 | . | -16
54 | CC(C)C1C(=O)N(Cc2cn(CC3CCCCC3)nn2)CCS(=O)(=O)N1Cc1ccc(-c2ccccc2)cc1 (configuration not stated) | -5 | . | -14
55 | COc1ccc(CCN2CC(C(=O)NCc3cnn(C)c3)CCC2=O)cc1 (configuration not stated) | -6 | . | 0
56 | O=C(Nc1ccn(CCCN2CCC(N3CCOCC3)CC2)c(=O)n1)OCc1ccccc1 | -6 | . | -18
57 | CN(Cc1ccccc1)N=Nc1ccccc1 | -5 | . | 10
58 | CC(=O)Nc1cccc(NC(=O)c2ccc(S(=O)(=O)NCc3ccco3)cc2)c1 | -4 | . | -3
59 | O=S(=O)(/N=C(\c1ccc(F)cc1)N1CCOCC1)c1ccccc1 | -2 | . | -21
60 | O=C(COC(=O)CCc1c[nH]c2ccccc12)Nc1cccc(Cl)c1 | -6 | . | 13

(next part)
nr | compound | GalR3 antagonist | IDE inh | CRFR2-BP antag
61 | COc1ccc(-c2c(C)nn3c(C(F)(F)F)cc(C)nc23)cc1 | 2 | . | 20
62 | O=C1OCCC1=COCCCCCCOC=C1CCOC1=O | -4 | . | 4
63 | CCN(CC)C(=O)C1=C(C)N(CCCN2CCCC2=O)C(=O)C(CC(=O)NCCN2CCOCC2)C1 (configuration not stated) | -1 | . | 3
64 | COc1ccc(NC(=O)N(C)C[C@@H]2OCc3cnnn3CCCC(=O)N([C@H](C)CO)C[C@@H]2C)c(OC)c1 | -6 | . | -9
65 | COCC(O)Cn1ccnc1[N+](=O)[O-] (configuration not stated) | -1 | . | 12
66 | O=C(O)C1(C(=O)O)CCC2(CCCCC2)CC1 | -1 | . | 1
67 | C[C@@H]1CNC(=O)c2c(C(=O)NCc3ccc(CNC(=O)OC(C)(C)C)cc3)ncn21 | -6 | . | 6
68 | O=C(Nc1ccc2c(c1)OCCO2)c1c(Cl)cccc1Cl | -7 | . | 4
69 | COc1cc(N(CCCn2cnc3c(SC)ncnc32)CCCn2cnc3c(SC)ncnc32)cc(OC)c1OC | -6 | . | -14
70 | C[C@H]1CN([C@@H](C)CO)C(=O)CCCn2nncc2CO[C@H]1CN(C)C(=O)c1ccc(N2CCN(C)CC2)cc1 | -7 | . | -2
71 | CCCN(CC(=O)Nc1ccccc1C)C(=O)C1CCN(S(=O)(=O)c2ccc(C)c(C)c2)CC1 | -9 | . | 5
72 | CC(=O)c1ccc(Nc2nc(-c3sc(C)nc3C)cs2)cc1 | -9 | . | 5
73 | CCCN(CC(=O)Nc1ccccc1OC)C(=O)CN1C(=O)NC(C)(C)C1=O | 1 | . | -12
74 | CC1=C(C(=O)N2CCOCC2)CC(CC(=O)NCCCCc2ccccc2)C(=O)N1Cc1ccc(F)cc1 (configuration not stated) | -1 | . | 5
75 | C#CC(C)OCC1CNC(=S)O1 (configuration not stated) | -5 | . | 21

Later entries
nr | compound | GalR3 antagonist | IDE inh | CRFR2-BP antag
76 | C[C@@H]1CN([C@@H](C)CO)C(=O)CCCn2nncc2CO[C@H]1CN(C)C(=O)Nc1ccccc1C(F)(F)F | -6 | . | 8
77 | COc1cccc(CNC(=O)c2ccc(CS(=O)Cc3ccccc3Cl)o2)c1 (configuration not stated) | -7 | . | 16
78 | CSc1ncnc2c1ncn2CCCN1CCN(Cc2c(C)cc(C)cc2C)CC1 | -3 | . | -23
79 | COCOCCn1cc(CN2CCS(=O)(=O)N(Cc3ccc(-c4ccncc4)cc3)C(CC(C)C)C2=O)nn1 (configuration not stated) | -4 | . | -14
80 | CCOc1cc(/C=N/NC(=O)c2ccncc2)cc(Br)c1O | -3 | . | 3
81 | C[C@@H]1CNC(=O)c2c(C(=O)N[C@H](C)c3ccccc3)ncn21 | -4 | . | 3
82 | CC(C)(C)S(=O)N1Cc2cc(CO)ccc2[C@H]1CCO (some centres not stated) | -7 | . | 7
83 | COc1cccc(CN(C)C[C@@H]2OCc3cnnn3CCCC(=O)N([C@H](C)CO)C[C@H]2C)c1 | -4 | . | 6
84 | CC(C)(C)Cc1c(-c2ccc(Cl)cc2)nc2ccc(Cl)cn12 | -6 | . | -16
85 | O=C(NCc1ccc(F)cc1)c1cccc2c1C(=O)c1ccc(N3CCC(N4CCCCC4)CC3)cc1S2(=O)=O | -7 | . | -36
86 | CCCCCCN1C[C@H](n2cc(COC(=O)c3ccccc3)nn2)[C@@H](O)C[C@@H]1c1ccccc1 | -9 | . | -4
87 | O=C(CCCN1C(=O)C(c2ccccc2)Oc2cccnc21)Nc1ccccc1Br (configuration not stated) | -4 | . | 16

Entries 74 to 87 from above:
nr | compound | GalR3 antagonist | IDE inh | CRFR2-BP antag
74 | CC1=C(C(=O)N2CCOCC2)CC(CC(=O)NCCCCc2ccccc2)C(=O)N1Cc1ccc(F)cc1 (configuration not stated) | -1 | . | 5
75 | C#CC(C)OCC1CNC(=S)O1 (configuration not stated) | -5 | . | 21
76 | C[C@@H]1CN([C@@H](C)CO)C(=O)CCCn2nncc2CO[C@H]1CN(C)C(=O)Nc1ccccc1C(F)(F)F | -6 | . | 8
77 | COc1cccc(CNC(=O)c2ccc(CS(=O)Cc3ccccc3Cl)o2)c1 (configuration not stated) | -7 | . | 16
78 | CSc1ncnc2c1ncn2CCCN1CCN(Cc2c(C)cc(C)cc2C)CC1 | -3 | . | -23
79 | COCOCCn1cc(CN2CCS(=O)(=O)N(Cc3ccc(-c4ccncc4)cc3)C(CC(C)C)C2=O)nn1 (configuration not stated) | -4 | . | -14
80 | CCOc1cc(/C=N/NC(=O)c2ccncc2)cc(Br)c1O | -3 | . | 3
81 | C[C@@H]1CNC(=O)c2c(C(=O)N[C@H](C)c3ccccc3)ncn21 | -4 | . | 3
82 | CC(C)(C)S(=O)N1Cc2cc(CO)ccc2[C@H]1CCO (some centres not stated) | -7 | . | 7
83 | COc1cccc(CN(C)C[C@@H]2OCc3cnnn3CCCC(=O)N([C@H](C)CO)C[C@H]2C)c1 | -4 | . | 6
84 | CC(C)(C)Cc1c(-c2ccc(Cl)cc2)nc2ccc(Cl)cn12 | -6 | . | -16
85 | O=C(NCc1ccc(F)cc1)c1cccc2c1C(=O)c1ccc(N3CCC(N4CCCCC4)CC3)cc1S2(=O)=O | -7 | . | -36
86 | CCCCCCN1C[C@H](n2cc(COC(=O)c3ccccc3)nn2)[C@@H](O)C[C@@H]1c1ccccc1 | -9 | . | -4
87 | O=C(CCCN1C(=O)C(c2ccccc2)Oc2cccnc21)Nc1ccccc1Br (configuration not stated) | -4 | . | 16
